Assay outcomes from PubChem BioAssay.
UTI89 phage lysis: inhibition of K1F phage lysis, E. coli UTI89, bacterial capsule biogenesis inhibitors, alamar blue (AID 488966); one-dose inhibition, % at 100 µM; IC50 in µM for titrated hits; actives 0.02% (n = 340,000); E. coli UTI89 K1F phage lysis, alamar blue, 2 h; higher % means a stronger effect;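 active = phage lysis inhibition, versus mean bacterial control, above a set limit; inconclusive = no clear call, values can overlap the other calls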;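 also: capsule biogenesis inhibitors block K1F phage lysis so surviving cells raise fluorescence; higher fluorescence means more inhibition of phage lysis; actives were called in the ten point dose series up to 300 µM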
LYP inhibition: inhibitors of LYP phosphatase, biochemical, fluorescence intensity, uHTS (AID 1779); Tyrosine-protein phosphatase non-receptor type 22 (Homo sapiens); actives 0.054% (n = 290,000); inhibition, % at 11.5 µM; hits with a dose series show IC50 in µM; recombinant LYP phosphatase, fluorescence intensity; higher % means a stronger effect; in the data active = inhibition above about 50%;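 also: plate controls were vehicle with enzyme for no effect and no enzyme for full effect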
WT yeast gro inh: growth inhibition of WT strain, primary screen, mitochondrial fusion inhibitor project, WT and mutant strains, chemical genetic. inhibition, % at 10 µM. mitochondrial fusion phenotypic screen. AID 1362, 2008. actives 2.1% (n = 190,000); in the data active = inhibition above about 58%; tested in S. cerevisiae
Autophagy HCS: autophagy modulators in MEF cells, primary screen, imaging, high-content, MEF GFP-LC3. actives 0.98% (n = 190,000). AID 463193, 2010. calls only at 10 µM (by protocol). MEF GFP-LC3 puncta imaging; test concentration mostly 10 µM;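 active = percentage of spot-positive cells more than 3 SD above its plate mean, without a fluorescence outlier flag or 80% toxicity; inconclusive = no clear call, values can overlap the other calls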;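 also: spot-positive cell cutoff set from DMSO-treated cells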
RSV CPE inhibition: RSV antiviral activity via CPE protection, HEp-2 cells, primary 10 µM value included (AID 2391) | HEp-2 cells, RSV-induced CPE inhibition; higher % means a stronger effect | CPE inhibition, % at 10 µM; hits with a dose series show IC50 in µM | actives 0.13% (n = 310,000); in the data active = a potency from the dose series; inconclusive = CPE inhibition mostly from about 23% at the one dose, without a potency; inactive = the rest, 99 in 100 with CPE inhibition below about 21%; also: strong numbers were not always called active
Dengue-2 NS5 capping: Dengue-2 NS5 methyltransferase inhibitors, primary screen, biochemical, confirmation dose response (AID 588689); Dengue-2 NS5 methyltransferase capping enzyme assay, biochemical; higher % means a stronger effect; one-dose inhibition, % at 25 µM; IC50 in µM for titrated hits; actives 0.3% (n = 340,000); in the data active = a potency from the dose series; inconclusive = inhibition above about 29% without an active follow-up result
NTR1 ag: agonists of NTR1, primary screen, imaging, U2OS cells, beta-arrestin-GFP, high content (AID 493036); NTR1-U2OS beta-arrestin-GFP spot imaging, agonist mode; activation, % at 20 µM; Neurotensin receptor type 1 (Homo sapiens), P30989; actives 0.17% (n = 330,000);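 active = activation at or above 40% of the spot to cytoplasm intensity ratio, with at least 20 cells analyzed; inconclusive = wells under 20 cells, flagged as cytotoxic or low count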;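 also: 0% = DMSO without peptide and 100% = 100 nM NTR1 peptide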
Target sequence (P30989 whole entry, looked up): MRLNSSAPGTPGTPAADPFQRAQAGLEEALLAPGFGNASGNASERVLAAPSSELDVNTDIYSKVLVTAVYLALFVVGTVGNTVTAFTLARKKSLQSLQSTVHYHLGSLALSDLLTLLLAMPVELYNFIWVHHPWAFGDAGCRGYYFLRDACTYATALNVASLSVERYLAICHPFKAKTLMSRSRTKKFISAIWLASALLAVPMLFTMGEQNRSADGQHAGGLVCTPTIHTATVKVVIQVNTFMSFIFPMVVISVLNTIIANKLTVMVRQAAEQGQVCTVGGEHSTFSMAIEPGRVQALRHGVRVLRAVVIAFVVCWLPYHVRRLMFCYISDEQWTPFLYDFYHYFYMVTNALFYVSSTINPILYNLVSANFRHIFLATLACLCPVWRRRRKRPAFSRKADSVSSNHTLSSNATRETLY
AID2073: inhibitors of Mint1-CaV2.2 protein interaction, biochemical, HTRF (AID 2073). Voltage-dependent N-type calcium channel subunit alpha-1B (Homo sapiens). HTRF protein-protein interaction, Mint1-CaV2.2; higher % means a stronger effect. inhibition, % at 20 µM; hits with a dose series show IC50 in µM. actives 0.19% (n = 290,000); in the data active = inhibition mostly above about 51%, no sharp cut-off; inconclusive = no clear call, values can overlap the other calls; inactive = mostly below about 53%; also: some results filed as inactive read as strong as hits
GPR35 antagonists: GPR35 antagonists blocking zaprinast-driven arrestin recruitment, primary screen, imaging, U2OS, beta-arrestin-GFP, zaprinast agonist (AID 2058) | G-protein coupled receptor 35 (Homo sapiens) | U2OS GPR35 beta-arrestin-GFP translocation imaging, zaprinast antagonism; higher % means a stronger effect | one-dose inhibition, % at 10 µM; IC50 in µM for titrated hits | actives 0.052% (n = 290,000);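 active = inhibition of at least 50% with at least 30 cells and total cytoplasm GFP at most 10,000,000; inconclusive = under 30 cells or total GFP of 10,000,000 plus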
WT yeast gro inh mutant strain: recorded beside WT yeast gro inh, whose call it bears; inhibition, %; mitochondrial fusion phenotypic screen, mutant strain inhibition
Autophagy HCS cell loss 18 h: further read-out of Autophagy HCS, marked with its call; toxicity, %; measured here: cell loss, nuclei count;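 cell loss after 18 h compound exposure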
NTR1 ag cell count 20 µM: also measured in NTR1 ag; calls as there; cell count; measured here: cell count, cytotoxicity flag
Dengue-2 NS5 capping pilot replicate: second read-out of Dengue-2 NS5 capping, no call of its own (marks repeat the call); inhibition, %; measured here: pilot screen replicate inhibition
The depositor's hits bear a star; [ ] = remark or other dose. Compounds were not picked by outcome; 2.6% or so of the library scored in one or more.

Results for Cc1nc(N2CCN(c3ccccn3)CC2)c2c(C)c(C(=O)Nc3ccc(F)cc3F)sc2n1 ?
UTI89 phage lysis: 0.4%; LYP inhibition: 1%; WT yeast gro inh: 39; Autophagy HCS: inactive; RSV CPE inhibition: 21%; Dengue-2 NS5 capping: -45%; NTR1 ag: 3.1; AID2073: inconclusive; GPR35 antagonists: 14%; WT yeast gro inh mutant strain: 30; Autophagy HCS cell loss 18 h: 21; NTR1 ag cell count 20 µM: 57

Results for CC(C)NC(=O)CCS(=O)(=O)c1cccc2nonc12 ?
UTI89 phage lysis: 0.3%; LYP inhibition: -8%; WT yeast gro inh: 4; Autophagy HCS: inactive; RSV CPE inhibition: 1.6%; Dengue-2 NS5 capping: -1%; NTR1 ag: -1.5; AID2073: -5%; GPR35 antagonists: 0%; WT yeast gro inh mutant strain: 5; Autophagy HCS cell loss 18 h: -1; NTR1 ag cell count 20 µM: 107

What do the screens show for `COc1cc(C)c(CN2CCN(C(C)C(=O)NC(C)c3ccccc3)CC2)cc1OC` (centres undefined)?
UTI89 phage lysis: 0.1%; LYP inhibition: -12%; RSV CPE inhibition: 0.3%; Dengue-2 NS5 capping: -13%; NTR1 ag: -1.0; AID2073: -2%; GPR35 antagonists: -1%; NTR1 ag cell count 20 µM: 47

What do the screens show for `CN(CC(=O)O/N=C(\N)c1ccc([N+](=O)[O-])cc1)S(=O)(=O)c1ccc2ccccc2c1`?
UTI89 phage lysis: 3.9%; LYP inhibition: -4%; WT yeast gro inh: 6; Autophagy HCS: inactive; RSV CPE inhibition: 0.3%; Dengue-2 NS5 capping: -1%; NTR1 ag: 2.2; AID2073: -20%; GPR35 antagonists: 10%; WT yeast gro inh mutant strain: 10; Autophagy HCS cell loss 18 h: -9; NTR1 ag cell count 20 µM: 36

How did N=C1N(/N=C/c2ccccc2)C(=Nc2ccccc2)C(=S)N1c1ccccc1 do in these assays?
UTI89 phage lysis: 1.8%; LYP inhibition: -2%; WT yeast gro inh: 27; Autophagy HCS: inactive; RSV CPE inhibition: 12%; Dengue-2 NS5 capping: 13%; NTR1 ag: 3.7; AID2073: -4%; GPR35 antagonists: 4%; WT yeast gro inh mutant strain: 8; Autophagy HCS cell loss 18 h: 28; NTR1 ag cell count 20 µM: 70; Dengue-2 NS5 capping pilot replicate: 0.3

What do the screens show for `CCCCn1c(=O)n(Cc2cccc(F)c2)c(=O)c2c1ncn2Cc1ccco1`?
UTI89 phage lysis: -0.1%; LYP inhibition: 4%; WT yeast gro inh: 39; Autophagy HCS: inactive; RSV CPE inhibition: 11%; Dengue-2 NS5 capping: -7%; NTR1 ag: 4.4; AID2073: -15%; GPR35 antagonists: -6%; WT yeast gro inh mutant strain: 34; Autophagy HCS cell loss 18 h: -25; NTR1 ag cell count 20 µM: 52

How did COc1ccc(C(=O)CN2CCN(c3ccc(F)cc3)CC2)cc1 do in these assays?
UTI89 phage lysis: -1.2%; LYP inhibition: -1%; RSV CPE inhibition: 0.8%; Dengue-2 NS5 capping: 4%; NTR1 ag: 0.3; AID2073: -9%; GPR35 antagonists: -9%; NTR1 ag cell count 20 µM: 49

What do the screens show for `COc1ccc(CNCc2cc3c(C(C)(C)C)nn(-c4ccccc4)c3[nH]c2=O)cc1`?
UTI89 phage lysis: 0.7%; LYP inhibition: -2%; WT yeast gro inh: 47; Autophagy HCS: inactive; RSV CPE inhibition: 4.4%; Dengue-2 NS5 capping: 1%; NTR1 ag: 4.2; AID2073: 14%; GPR35 antagonists: -13%; WT yeast gro inh mutant strain: 29; Autophagy HCS cell loss 18 h: -6; NTR1 ag cell count 20 µM: 47

What do the screens show for `COC(=O)C(NC(=O)C(NC(=O)c1ccccc1)C(C)C)C(C)C` (centres undefined)?
UTI89 phage lysis: 0.4%; LYP inhibition: -2%; WT yeast gro inh: 5; Autophagy HCS: inactive; RSV CPE inhibition: -0.9%; Dengue-2 NS5 capping: -3%; NTR1 ag: 1.2; AID2073: -10%; GPR35 antagonists: 10%; WT yeast gro inh mutant strain: -8; Autophagy HCS cell loss 18 h: -2; NTR1 ag cell count 20 µM: 37; Dengue-2 NS5 capping pilot replicate: -4.5

How did Cc1ccc(/C=N/Nc2ccc(C(=O)O)cc2)s1 do in these assays?
UTI89 phage lysis: 0.3%; LYP inhibition: -1%; WT yeast gro inh: -5; Autophagy HCS: inactive; RSV CPE inhibition: 0.9%; Dengue-2 NS5 capping: -9%; NTR1 ag: -0.7; AID2073: 7%; GPR35 antagonists: -2%; WT yeast gro inh mutant strain: 40; Autophagy HCS cell loss 18 h: 0; NTR1 ag cell count 20 µM: 54

How did COc1cccc(-n2c(SCC(N)=O)nnc2-c2ccco2)c1 do in these assays?
UTI89 phage lysis: -1.5%; LYP inhibition: -7%; RSV CPE inhibition: 1.2%; Dengue-2 NS5 capping: 5%; NTR1 ag: 0.6; AID2073: 7%; GPR35 antagonists: -8%; NTR1 ag cell count 20 µM: 80

How did CCOc1cc2c(cc1OCC)C(C(=O)O)C(c1cc(Br)c(O)c(OC)c1)N(C)C2=O (centres undefined) do in these assays?
UTI89 phage lysis: -2.6%; LYP inhibition: -2%; WT yeast gro inh: 5; Autophagy HCS: inactive; RSV CPE inhibition: 1.6%; Dengue-2 NS5 capping: 14%; NTR1 ag: -1.3; AID2073: -2%; GPR35 antagonists: -2%; WT yeast gro inh mutant strain: -5; Autophagy HCS cell loss 18 h: 0; NTR1 ag cell count 20 µM: 55

How did CCOc1ccc2cc(C3CC(c4ccco4)=NN3S(=O)(=O)c3ccccc3)c(Cl)nc2c1 (centres undefined) do in these assays?
UTI89 phage lysis: 1.5%[50 µM]; LYP inhibition: 0%; WT yeast gro inh: 4; Autophagy HCS: inactive; RSV CPE inhibition: 5.5%; Dengue-2 NS5 capping: -8%; NTR1 ag: 0.8; AID2073: 8%; GPR35 antagonists: 14%; WT yeast gro inh mutant strain: -20; Autophagy HCS cell loss 18 h: 14; NTR1 ag cell count 20 µM: 69

Results for Clc1ccc(Cl)c(OCCN2CCOCC2)c1 ?
UTI89 phage lysis: -0.3%; LYP inhibition: -10%; WT yeast gro inh: -16; Autophagy HCS: inactive; RSV CPE inhibition: 2.4%; Dengue-2 NS5 capping: -1%; NTR1 ag: -1.5; AID2073: -6%; GPR35 antagonists: 1%; WT yeast gro inh mutant strain: -60; Autophagy HCS cell loss 18 h: -13; NTR1 ag cell count 20 µM: 59

How did COC1CCCCC1Nc1cc(C)ccc1C (centres undefined) do in these assays?
UTI89 phage lysis: 1.6%; LYP inhibition: -6%; WT yeast gro inh: -15; Autophagy HCS: inactive; RSV CPE inhibition: 0.2%; Dengue-2 NS5 capping: -2%; NTR1 ag: -0.5; AID2073: -7%; GPR35 antagonists: -2%; WT yeast gro inh mutant strain: -6; Autophagy HCS cell loss 18 h: -3; NTR1 ag cell count 20 µM: 45

2 neighbouring entries from above, quoted:
Results for Cc1nc(N2CCN(c3ccccn3)CC2)c2c(C)c(C(=O)Nc3ccc(F)cc3F)sc2n1 ?
UTI89 phage lysis: 0.4%; LYP inhibition: 1%; WT yeast gro inh: 39; Autophagy HCS: inactive; RSV CPE inhibition: 21%; Dengue-2 NS5 capping: -45%; NTR1 ag: 3.1; AID2073: inconclusive; GPR35 antagonists: 14%; WT yeast gro inh mutant strain: 30; Autophagy HCS cell loss 18 h: 21; NTR1 ag cell count 20 µM: 57

Results for CC(C)NC(=O)CCS(=O)(=O)c1cccc2nonc12 ?
UTI89 phage lysis: 0.3%; LYP inhibition: -8%; WT yeast gro inh: 4; Autophagy HCS: inactive; RSV CPE inhibition: 1.6%; Dengue-2 NS5 capping: -1%; NTR1 ag: -1.5; AID2073: -5%; GPR35 antagonists: 0%; WT yeast gro inh mutant strain: 5; Autophagy HCS cell loss 18 h: -1; NTR1 ag cell count 20 µM: 107

More results follow:
How did CC(c1ccncn1)N(C)Cc1nc(Cc2ccccc2F)no1 (centres undefined) do in these assays?
UTI89 phage lysis: 2.2%; LYP inhibition: -11%; WT yeast gro inh: -1; Autophagy HCS: inactive; RSV CPE inhibition: 2.4%; Dengue-2 NS5 capping: 5%; NTR1 ag: 0.5; AID2073: 12%; GPR35 antagonists: 1%; WT yeast gro inh mutant strain: 9; Autophagy HCS cell loss 18 h: 7; NTR1 ag cell count 20 µM: 48

Results for C[C@H]1[C@H](C)CC[C@]2(C)CC[C@]3(C)C(=CC(=O)C4[C@@]5(C)CC[C@H](O)C(C)(C)C5CC[C@]43C)[C@H]12 (some centres undefined) ?
UTI89 phage lysis: -0.7%; RSV CPE inhibition: 2.4%; Dengue-2 NS5 capping: -2%; NTR1 ag: 3.4; NTR1 ag cell count 20 µM: 67

Results for COC(=O)c1sccc1NC(=O)Cn1nnc(-c2ccc(C)cc2)n1 ?
UTI89 phage lysis: 1.2%; LYP inhibition: -2%; WT yeast gro inh: -3; Autophagy HCS: inactive; RSV CPE inhibition: 0.5%; Dengue-2 NS5 capping: -2%; NTR1 ag: 6.7; AID2073: 12%; GPR35 antagonists: -2%; WT yeast gro inh mutant strain: 14; Autophagy HCS cell loss 18 h: 4; NTR1 ag cell count 20 µM: 53

Results for COc1cccc(OC)c1C(=O)OCC(=O)NC1CCCCCC1 ?
UTI89 phage lysis: 0.6%[50 µM]; RSV CPE inhibition: 0.7%; Dengue-2 NS5 capping: 2%; NTR1 ag: 3.2; NTR1 ag cell count 20 µM: 59

What do the screens show for `CCC(NC(=O)Cc1c(C)c2cc3c(cc2oc1=O)OC(C)(C)CC3)C(=O)O` (centres undefined)?
UTI89 phage lysis: -1.4%[50 µM]; LYP inhibition: -12%; RSV CPE inhibition: 1.0%; Dengue-2 NS5 capping: -3%; NTR1 ag: 0.9; AID2073: 43%; GPR35 antagonists: -5%; NTR1 ag cell count 20 µM: 82

Results for N#Cc1c2c(c(NCCCN3CCOCC3)n3c1nc1ccccc13)CCC2 ?
UTI89 phage lysis: -0.3%; LYP inhibition: -6%; WT yeast gro inh: 12; Autophagy HCS: inactive; RSV CPE inhibition: 0.7%; Dengue-2 NS5 capping: 14%; NTR1 ag: 0.3; AID2073: 0%; GPR35 antagonists: 11%; WT yeast gro inh mutant strain: -6; Autophagy HCS cell loss 18 h: -2; NTR1 ag cell count 20 µM: 85
